CDK5 inh: inhibitors of human CDK5/p35 kinase, primary screen, biochemical, single concentration | Cyclin-dependent kinase 5 (Homo sapiens) + Cyclin-dependent kinase 5 activator 1 (Homo … | inhibition, % at 10 µM | AID 488839, 2010 | actives 0.01% (n = 330,000) | Recombinant CDK5/p35, ADP-Glo luminescence, 60 min;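 active = highest replicate inhibition of at least 50% and at least 75% of replicates reaching 50%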;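 note: plate controls were DMSO neutral control for no effect and GW8510 at 10 µM for full effect; many of its hits are not listed in these tables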
Target sequence (Q00535 whole entry, looked up): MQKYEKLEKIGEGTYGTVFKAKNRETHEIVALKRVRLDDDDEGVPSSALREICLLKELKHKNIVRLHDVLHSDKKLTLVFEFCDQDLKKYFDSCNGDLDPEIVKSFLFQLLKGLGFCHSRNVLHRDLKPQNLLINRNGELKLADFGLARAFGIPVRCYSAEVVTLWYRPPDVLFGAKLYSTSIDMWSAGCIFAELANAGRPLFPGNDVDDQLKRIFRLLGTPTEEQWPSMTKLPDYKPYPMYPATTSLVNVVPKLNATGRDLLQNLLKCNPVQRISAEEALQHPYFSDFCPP
Target sequence (Q15078 whole entry, looked up): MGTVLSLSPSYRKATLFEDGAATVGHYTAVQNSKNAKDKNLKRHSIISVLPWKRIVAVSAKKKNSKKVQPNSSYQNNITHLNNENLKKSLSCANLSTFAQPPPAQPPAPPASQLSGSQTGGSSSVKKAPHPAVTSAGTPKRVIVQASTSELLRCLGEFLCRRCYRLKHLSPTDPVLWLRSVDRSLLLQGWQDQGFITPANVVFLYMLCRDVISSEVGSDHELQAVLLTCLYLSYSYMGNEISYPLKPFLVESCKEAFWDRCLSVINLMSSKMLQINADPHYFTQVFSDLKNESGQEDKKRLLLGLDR
AddAB inh: growth inhibition of E. coli expressing H. pylori AddAB, primary screen, AddAB inhibitor project, absorbance. actives 0.29% (n = 330,000). inhibition, % at 11.9 µM; in the data active = inhibition above about 12%;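 note: 0% = vehicle wells of infected cells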
Tat transport: E. coli Tat export inhibitors, primary screen, MC4100, TorA-mCherry reporter, fluorescence, single point; inhibition, % at 10 µM; actives 0.036% (n = 340,000);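 active = mean replicate inhibition at least 50% and at least half of replicates individually reaching 50%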;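 note: exported cargo escapes ClpAP degradation while cytoplasmic cargo is degraded and loses fluorescence; 0% = median of neutral control wells and 100% = median of NaSCN control wells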
PKA-R1A activ: activators of PKA-R1A holoenzyme, primary screen, biochemical, fluorescence polarization, Cy5-IP20, bovine R1A, mouse PKAc. cAMP-dependent protein kinase type I-alpha regulatory subunit (Bos taurus) + …. PKA-R1A dissociation; scaled: DMSO 0%, 113 µM cGMP 100%. activation, % at 11.4 µM. actives 0.083% (n = 340,000). AID 504707, 2011;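 active = percent activation above the mean of all tested compounds plus 3 SD, cut at about 19% in these data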;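 note: higher means more PKAc released from R1A so a rise in polarization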
HTR5A inv ctr: HTR5A inverse agonists in luminescence cell assay, primary screen, counter-screen for OPRM1-OPRD1 heterodimer inverse agonist project, full-deck HTS | HTR5A cell line, inverse agonism | 5-hydroxytryptamine receptor 5A (Homo sapiens), P47898 | actives 0.083% (n = 340,000) | AID 504634, 2011 | inhibition, % at 9.3 µM; in the data active = inhibition mostly above about 23%, no sharp cut-off; inactive = mostly below about 18%;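 note: 0% = cells with DMSO and 100% = no-cell wells with DMSO; some compounds called inactive have numbers as strong as hits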
DAGLB inh: DAGLB lipase inhibitors, primary screen, biochemical, fluorescence, HTS; Diacylglycerol lipase-beta (Homo sapiens), Q8NCG7; HEK293T DAGLB membrane lysate, EnzChek fluorogenic substrate; inhibition, % at 5.17 µM; actives 0.059% (n = 340,000); in the data active = inhibition above about 34%;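 note: 0% = enzyme with vehicle and 100% = wells lacking enzyme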
Mot1-301 SUMO: yeast Mot1-301 growth rescue at high temperature, primary screen, SUMOylation pathway inhibitor project, S. cerevisiae, ATP luminescence, 38.5C | growth rescue, % at 18.8 µM | S. cerevisiae Mot1-301 growth rescue; percent above DMSO median, 100 means doubled | AID 2716, 2010 | actives 1% (n = 320,000);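 active = every valid replicate shows activation above 250% relative to neutral control wells; inactive = the rest, any valid replicate at or below 250%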;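 note: OY570 slx delta 5 strain wells were the positive control but not used for scaling; some compounds called inactive have numbers as strong as hits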
HTR5A ag ctr: HTR5A agonists in luminescence cell assay, primary screen, counter-screen for OPRM1-OPRD1 heterodimer agonist project, full-deck HTS | cell-based | activation, % at 9.3 µM | actives 0.61% (n = 340,000); in the data active = activation mostly above about 9.5%, no sharp cut-off; inactive = mostly below about 7.6%;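 note: 0% = cells with vehicle only and 100% = reference agonist; strong numbers were not always called active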
phage Ecoli inh: growth loss of phage-infected E. coli, primary screen, RecBCD inhibitor project, absorbance, with phage, HTS; inhibition, % at 11.9 µM; actives 0.26% (n = 360,000); AID 651602, 2012; in the data active = inhibition above about 11%
Ecoli viability: E. coli V3065 growth inhibition, primary screen, counter-screen for AddAB inhibitor project, absorbance, OD600; 18 h; inhibition, % at 11.9 µM; actives 0.27% (n = 330,000); AID 449728, 2010;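 active = inhibition above the campaign's mean inhibition across all tested compounds plus 3 SD, cut at about 9.9% in these data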;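 note: uninfected addAB+ strain grown without phage in ampicillin broth; 0% = DMSO wells and 100% = ciprofloxacin 0.95 µg/ml wells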
PKA-R2B activ: activators of PKA-R2B holoenzyme, primary screen, biochemical, fluorescence polarization, Cy5-IP20, human. activation, % at 11.4 µM. cAMP-dependent protein kinase catalytic subunit beta (Homo sapiens) + cAMP-dependent …. actives 0.079% (n = 340,000). PKA-R2B holoenzyme dissociation; R2B truncated from residue 108, S112A mutant; 0% DMSO only, 100% 113 µM cGMP;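 active = activation above a cutoff set at the mean over all compounds plus 3 SD, cut at about 18% in these data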;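 note: higher means more holoenzyme dissociation and a rise in polarization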
Target sequence (P31323 whole entry, looked up, other chains not shown, the tested form may be a part): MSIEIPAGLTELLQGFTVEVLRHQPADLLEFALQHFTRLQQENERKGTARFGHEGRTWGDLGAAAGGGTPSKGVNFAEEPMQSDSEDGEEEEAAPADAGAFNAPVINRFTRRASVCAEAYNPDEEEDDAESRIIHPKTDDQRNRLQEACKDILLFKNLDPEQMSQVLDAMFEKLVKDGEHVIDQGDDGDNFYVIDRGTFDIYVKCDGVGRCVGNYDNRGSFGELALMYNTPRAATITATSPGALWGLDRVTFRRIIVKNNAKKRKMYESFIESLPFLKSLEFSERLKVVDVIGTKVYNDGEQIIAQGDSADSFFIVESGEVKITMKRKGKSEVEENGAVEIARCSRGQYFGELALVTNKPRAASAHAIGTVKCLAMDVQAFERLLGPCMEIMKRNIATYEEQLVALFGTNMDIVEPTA
Active calls of the source: *; / = not tested or not shown; + = active, no number.

No.	molecule	CDK5 inh	Tat transport	DAGLB inh	AddAB inh	Ecoli viability	PKA-R1A activ
1	CCOC(=O)C1CCCN(C(=O)CSc2nnc3nc(C)cc(C)n23)C1 (stereo not drawn)	1.2	5	-2	0.0	1.0	-5
2	O=C(CSc1nnc2ccc(-c3cccnc3)nn12)Nc1ccccc1F	1.2	-4	-1	-1.7	1.3	-6
3	COc1ccccc1NC(=O)CSc1n[nH]c(Cc2ccccc2)n1	-2.8	-4	3	-0.2	-0.2	1
4	COc1ccc2c(=O)c(-c3ccccc3C)c(C)oc2c1	0.1	4	-2	3.4	1.9	-3
5	O=C(COC(=O)[C@H](Cc1ccccc1)NC(=O)c1cccs1)NC1CCCCC1	-0.1	1	-3	3.8	0.6	-2
6	COc1ccc2[nH]c(=O)c(CN(CCO)S(=O)(=O)c3ccc4c(c3)OCCO4)cc2c1	-1.4	1	1	1.8	1.5	5
7	CCn1c(SC(C)C(=O)Nc2ccc3c(c2)OCCO3)nnc1C1CC1 (stereo not drawn)	-3.5	-6	1	2.3	-1.7	4
8	CC1(C)Cc2c(sc(NC(=O)c3ccc(Br)o3)c2C#N)CO1	-1.7	-5	0	0.8	-0.3	-4
9	COc1ccc([N+](=O)[O-])cc1NC(=O)COC(=O)C=C(C)C	-1.7	-1	0	5.2	-2.3	-1
10	CCc1nnc(NC(=O)CCN(c2ccc(C)cc2)S(=O)(=O)c2ccccc2)s1	0.0	-3	0	1.8	-0.2	-12
11	CCN(CC)CCC(=O)c1ccc(F)cc1	-2.3	-3	-1	-0.7	0.6	-2
12	O=C(NCc1ccccc1Cl)c1cccc2c1C(=O)c1ccc(-c3ccc(OC(F)(F)F)cc3)cc1S2(=O)=O	-0.6	-1	0	5.1	0.6	8
13	O=C1NC[C@H](Cc2ccccc2)N(CC2CCN(CCCC3CCCC3)CC2)C1=O	0.3	3	-1	/	/	1
14	Cc1cc(Nc2cccc(C(F)(F)F)c2)n2nc(C)nc2n1	0.1	5	3	5.0	0.0	-5
15	CCc1ccc(Nc2oc(C)cc(=O)c2C(C)=O)cc1	2.1	0	-2	0.7	-0.7	-1

No.	Mot1-301 SUMO	phage Ecoli inh	PKA-R2B activ	HTR5A inv ctr	HTR5A ag ctr
1	-29	0.5	-3	25	-10
2	31	0.5	1	-14	5
3	-13	1.8	-15	1	3
4	13	-0.2	1	6	-2
5	5	-0.1	-2	-31	-2
6	24	-0.8	-9	4	4
7	/	0.6	-6	-13	5
8	3	3.2	-12	-11	-3
9	4	1.6	0	-5	-4
10	-2	1.8	-6	-11	5
11	201	4.1	-8	-15	-8
12	-2	/	-8	-3	1
13	/	-2.2	-1	12	-3
14	-9	2.1	1	17	-7
15	-5	1.6	0	10	2

(more compounds)
No.	molecule	CDK5 inh	Tat transport	DAGLB inh	AddAB inh	Ecoli viability	PKA-R1A activ
16	Cc1ccc(-c2c(C)sc3ncn(CC(=O)N4CCOCC4)c(=O)c23)cc1C	0.6	-1	-1	2.9	-0.5	5
17	COc1ccc(OC)c(S(=O)(=O)N2CCC(C(=O)NCc3ccncc3)CC2)c1	-4.7	-4	-1	1.9	-0.4	1
18	CC(C)OC(=O)CSc1nnc(-c2ccc(C(C)(C)C)cc2)n1N	-5.9	3	-1	2.2	-0.6	0
19	Cc1nc(SCC(=O)O)n[nH]1	-0.5	-1	1	1.0	2.1	14
20	CC1CC(=O)N(CC(=O)Nc2ccc(F)cc2)c2ccccc2S1(=O)=O (stereo not drawn)	1.2	4	1	2.4	-1.3	-7
21	Cc1c(Br)cc(C(=O)NCc2ccco2)c(C)c1C	1.1	4	0	1.4	-1.9	-7
22	Cc1ccc(N2C(=O)c3ccccc3C2Nc2ccc(S(=O)(=O)N3CCCCC3)cc2)nc1 (stereo not drawn)	0.5	-2	-4	-1.1	2.4	-7
23	Cn1c(CCN2CCN(c3ccc(F)cc3)CC2)nc2cc(NC(=O)c3ccco3)ccc21	-0.7	-1	1	0.2	-0.2	-9
24	OCCCn1c(C2CCCN2c2nc(-c3ccc(Cl)cc3)cs2)nc2cc(Cl)c(Cl)cc21 (stereo not drawn)	0.2	-15	1	0.9	-2.2	-5
25	CC(C)c1ccc(NC2CCCN(C(=O)c3cccs3)C2)cc1 (stereo not drawn)	0.2	-3	-3	2.2	-1.1	-2
26	CCOC(=O)c1cc2sccc2n1CC(=O)Nc1ccc2c(c1)OCCO2	1.5	6	-10	0.3	-0.7	-1
27	CC(=O)NCc1nnc2c3ccccc3c(-c3ccccc3)nn12	-1.2	-10	-1	-2.3	-3.4	-2
28	Cc1c(Cl)cccc1NC(=O)NC1CCCCC1	-0.1	-4	0	-1.4	-0.5	7
29	C=CCCC(=O)NC1CC(C)(C)Cc2c1cnn2-c1cccc(F)c1 (stereo not drawn)	1.1	0	-3	-1.4	-2.5	4
30	CCCC#CCN1CCN(C23CC4CC(CC(C4)C2)C3)CC1	3.4	-8	1	2.1	-1.5	-1

No.	Mot1-301 SUMO	phage Ecoli inh	PKA-R2B activ	HTR5A inv ctr	HTR5A ag ctr
16	-19	0.8	-13	6	-2
17	-5	-0.3	-2	-1	0
18	6	2.8	19*	4	5
19	+	-0.1	14	-14	5
20	-3	-1.7	2	4	1
21	2	1.1	-9	-3	1
22	-11	2.9	-4	-4	1
23	3	3.9	-16	22	-1
24	-2	5.3	-13	-11	5
25	-3	1.4	-3	-2	-1
26	109	1.5	5	-11	1
27	-12	5.1	1	0	0
28	-3	1.1	1	1	0
29	-2	2.3	9	-4	1
30	128	-0.5	2	23	-6

(cont.)
No.	molecule	CDK5 inh	Tat transport	DAGLB inh	AddAB inh	Ecoli viability	PKA-R1A activ
31	CCOC(=O)Cc1nnc(NC(=O)CSc2nc3ccccc3[nH]2)s1	-1.0	-6	1	-0.7	0.8	5
32	COc1cccc(NC(=O)C(=O)NCCC2CCCCN2S(=O)(=O)c2cccs2)c1 (stereo not drawn)	0.1	6	-3	-1.4	1.4	-18
33	COc1ccccc1CNC(=O)CCN1C(=O)COc2ccc(C)cc21	0.1	-6	1	-0.2	-1.0	-15
34	Cc1ccc(-c2noc(CCC(=O)NC3CCCc4ccccc43)n2)cc1 (stereo not drawn)	0.4	2	-9	1.2	-3.6	0
35	Cc1ccc(C(=O)NCc2ccco2)c(C)c1	0.7	-13	-5	/	/	-6
36	Nc1ccc(S(=O)(=O)Nc2ccc(Cl)nn2)cc1	-1.3	-1	0	20*	12*	4
37	CC(=O)Nc1ccc(OCC(O)CN2CCN(c3ccc(Cl)cc3)CC2)cc1 (stereo not drawn)	0.5	-3	1	0.5	0.6	-2
38	CC1CCCCN1Cc1nc2c(c(=O)n(C)c(=O)n2C)n1CCc1ccccc1 (stereo not drawn)	-0.2	9	-2	1.7	0.2	6
39	Cc1nc(Nc2nc3c(c(=O)[nH]2)CCC3)nc2ccccc12	-3.7	-3	-4	2.9	-0.4	8
40	Cc1ccc(-n2c(SCC(N)=O)nc(O)cc2=O)cc1	-0.4	4	-1	4.4	-1.6	4
41	CCOC(=O)C1(CCOc2ccccc2)CCN(Cc2cnc(SC)nc2)CC1	-2.8	-1	-4	-0.2	0.7	10
42	CN1CCN(S(=O)(=O)c2csc(C(N)=O)c2)CC1	-0.4	-5	0	1.4	4.2	-10
43	O=C(CCc1nnc2ccc(NCc3ccccc3Cl)nn12)NCC1CCN(C2CCCC2)C1 (stereo not drawn)	0.5	1	0	0.2	-0.2	-19
44	Cc1ccc(Nc2nc(N)nc(CSc3nnc(C)s3)n2)cc1	0.9	3	1	2.4	-1.7	-12
45	O=C(O)c1ccc2c(=O)n(-c3ccccc3F)c(=S)[nH]c2c1	-0.2	-3	2	4.8	-1.8	-6

No.	Mot1-301 SUMO	phage Ecoli inh	PKA-R2B activ	HTR5A inv ctr	HTR5A ag ctr
31	46	0.1	7	-4	0
32	34	3.8	-19	13	3
33	103	1.6	5	23	-10
34	7	2.1	-12	-30	4
35	14	-0.2	-8	3	-1
36	-14	16*	-3	-17	0
37	8	0.3	-3	-39	-4
38	-16	-0.4	-1	23	-9
39	17	/	7	23	7
40	-19	-0.3	-2	13	3
41	19	1.8	-8	20	4
42	1	-0.3	-3	-9	2
43	0	-1.9	0	8	3
44	83	-0.1	0	-3	-3
45	-13	4.0	1	8	-3

A stretch taken from the entries so far, as a working copy:
No.	molecule	CDK5 inh	Tat transport	DAGLB inh	AddAB inh	Ecoli viability	PKA-R1A activ
1	CCOC(=O)C1CCCN(C(=O)CSc2nnc3nc(C)cc(C)n23)C1 (stereo not drawn)	1.2	5	-2	0.0	1.0	-5
2	O=C(CSc1nnc2ccc(-c3cccnc3)nn12)Nc1ccccc1F	1.2	-4	-1	-1.7	1.3	-6

No.	Mot1-301 SUMO	phage Ecoli inh	PKA-R2B activ	HTR5A inv ctr	HTR5A ag ctr
1	-29	0.5	-3	25	-10
2	31	0.5	1	-14	5

Carrying on.
No.	molecule	CDK5 inh	Tat transport	DAGLB inh	AddAB inh	Ecoli viability	PKA-R1A activ
46	COc1cccc(/C=C/C(=C2\C(=O)N(c3ccccc3)N=C2C)c2ccc(Br)cc2)c1OC	-0.5	6	5	/	/	-2
47	O=S(=O)(NCc1ccncc1)c1ccc(Br)s1	2.2	6	-2	3.5	1.4	-13
48	CCN(CC(=O)N(CC(C)C)c1c(N)n(CC(C)C)c(=O)[nH]c1=O)Cc1nc2ccccc2c(=O)[nH]1	-0.7	-3	2	2.7	0.3	-2
49	Cc1ccc(C(C)C)c(OCCCN(C)Cc2ccccc2)c1	0.4	2	-13	1.9	-2.4	0
50	CC(C)Oc1nnnn1-c1ccccc1	0.0	-7	-3	-2.1	-0.8	-7

No.	Mot1-301 SUMO	phage Ecoli inh	PKA-R2B activ	HTR5A inv ctr	HTR5A ag ctr
46	/	-0.5	-5	22	1
47	0	3.6	-5	9	-4
48	/	2.6	-3	6	0
49	-4	3.3	-4	-18	5
50	-10	0.0	-5	-14	-2

Gathered by group, the compounds so far with a COOH group (2)
No.	molecule	CDK5 inh	Tat transport	DAGLB inh	AddAB inh	Ecoli viability	PKA-R1A activ
19	Cc1nc(SCC(=O)O)n[nH]1	-0.5	-1	1	1.0	2.1	14
45	O=C(O)c1ccc2c(=O)n(-c3ccccc3F)c(=S)[nH]c2c1	-0.2	-3	2	4.8	-1.8	-6

No.	Mot1-301 SUMO	phage Ecoli inh	PKA-R2B activ	HTR5A inv ctr	HTR5A ag ctr
19	+	-0.1	14	-14	5
45	-13	4.0	1	8	-3

Assay outcomes: PubChem, several laboratories
